High-throughput results (PubChem)
TDP1 cell noCPT = qHTS for Inhibitors of human tyrosyl-DNA phosphodiesterase 1 (TDP1): qHTS in cells in absence of CPT. DT40 Tdp1-/- hTDP1 cells, no CPT, ATP luminescence, 48 h. Potency, µM (highest dose often 46.2 µM), inactives show at the highest dose activity change, negative = growth inhibition, usual class: inhibitors. actives 15% (n = 420,000); further: nearly all actives have a fitted effect of over 55% in size
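Camptothecin absent (DMSO only). Human TDP1-complemented DT40 knockout cells, 400 cells/well, 37 °C for minimum 48 hr; ATP measured via CellTiter-Glo, 30 min dark incubation, luminescence.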
TDP1 cell CPT = qHTS for Inhibitors of human tyrosyl-DNA phosphodiesterase 1 (TDP1): qHTS in cells in presence of CPT. chicken DT40 Tdp1-/-;hTDP1 cells + 20 nM CPT, ATP luminescence, 48 h. Potency, µM (titrated, usually from 46.2 µM), for the others: at the top dose activity change, negative = growth inhibition, usual class: inhibitors. actives 12% (n = 420,000). AID 686979, 2013; further: nearly all actives have a fitted effect of over 55% in size
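Chicken DT40 Tdp1-/- cells stably complemented with human TDP1 were seeded at 400 cells/well in medium containing 20 nM camptothecin, exposed to pin-transferred compounds, and grown at 37 °C for at least 48 hr. Viability was read as ATP luminescence.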
GCN5L2 inh = qHTS Assay for Inhibitors of GCN5L2. Histone acetyltransferase KAT2A (Homo sapiens), Q92830. GCN5L2 HAT assay, ThioGlo1 CoA-SH fluorescence. Potency, µM (titrated, usually from 58.9 µM), for the others: at the top dose activity change, negative = inhibition, most hits filed as inhibitors. actives 0.21% (n = 390,000). AID 504327, 2011
Target sequence (Q92830 whole entry, looked up): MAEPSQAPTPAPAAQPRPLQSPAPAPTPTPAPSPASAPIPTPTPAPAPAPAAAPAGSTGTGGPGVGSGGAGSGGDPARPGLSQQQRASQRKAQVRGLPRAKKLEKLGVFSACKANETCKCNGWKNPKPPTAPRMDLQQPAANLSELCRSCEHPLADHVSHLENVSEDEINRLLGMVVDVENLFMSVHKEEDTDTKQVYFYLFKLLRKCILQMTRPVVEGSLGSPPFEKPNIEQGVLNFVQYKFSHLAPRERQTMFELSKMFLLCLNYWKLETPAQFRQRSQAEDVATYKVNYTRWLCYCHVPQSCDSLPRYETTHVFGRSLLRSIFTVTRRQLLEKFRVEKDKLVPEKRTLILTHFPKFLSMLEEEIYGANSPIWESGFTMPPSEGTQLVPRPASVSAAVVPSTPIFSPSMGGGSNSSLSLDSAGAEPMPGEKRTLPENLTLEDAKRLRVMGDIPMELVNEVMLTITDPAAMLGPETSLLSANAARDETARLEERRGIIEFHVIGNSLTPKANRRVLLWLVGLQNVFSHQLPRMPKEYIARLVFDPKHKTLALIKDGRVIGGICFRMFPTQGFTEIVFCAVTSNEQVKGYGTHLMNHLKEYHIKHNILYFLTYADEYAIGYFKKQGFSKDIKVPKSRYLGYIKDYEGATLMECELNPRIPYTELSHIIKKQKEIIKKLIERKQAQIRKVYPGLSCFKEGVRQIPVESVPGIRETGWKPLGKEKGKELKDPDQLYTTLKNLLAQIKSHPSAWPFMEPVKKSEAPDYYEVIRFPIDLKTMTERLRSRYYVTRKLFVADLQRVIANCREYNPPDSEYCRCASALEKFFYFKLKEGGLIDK
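Preincubate 20nM GCN5L2 with compound 15 min, RT → add 50uM ThioGlo1 + 75uM H3(1-25) + 70uM acetyl-CoA → read fluorescence 0 and 20 min. Primary qHTS; fluorescent artifacts likely.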
The depositor's hits bear a star; u = inconclusive; x = no result given; & = joins results of further samples; [ ] = another dose, or the depositor's remark. The call rests on the fitted dose curve; in most records, active means well fitted curve in the direction sought with a large enough effect; inconclusive means small, poorly fitted or top-dose-only effect, or another doubt; inactive means no such curve, though single readings can be large; an effect the other way counts as inactive or inconclusive. On the % scale 0 is the no-effect control and ±100 the full control effect; potency means the concentration at half of the fitted maximal effect.

SMILES	TDP1 cell noCPT	TDP1 cell CPT	GCN5L2 inh
COc1ccc(CN(C)Cc2nc(Cc3cccc(F)c3)no2)c2cccnc12	2.9µM*	12µM*	-2%
O=C(CCn1c(=O)oc2ccccc21)Nc1cccc(Br)c1	-6%	-6%	3%
COC(=O)C1=C(C)NC(=O)CC1c1cc(Br)ccc1F (centres undefined)	u	u	-10%
Cc1ccc(Cl)cc1NC(=O)c1cc(S(=O)(=O)N2CCOCC2)cn1C	-1%&-8%	-10%&2%	-2%&-1%
CC(=O)Nc1ccc(S(=O)(=O)N2CCN(CC3CC4C=CC3C4)CC2)cc1 (centres undefined)	u	u	-5%
COc1cc(O)c(C(CCN2CCCCC2)c2ccc(N(C)C)cc2)c(OC)c1 (centres undefined)	6.5µM*	16µM*	-6%
CCCc1cc(=O)[nH]c2nnc(SCC(=O)N3CC(C)OC(C)C3)n12 (centres undefined)	-12%	2%	-2%
CCOc1ccccc1N1CCN(CC(=O)Nc2nnc(CC)s2)CC1	-26%	-6%	0%
O=C(NCc1ccco1)c1cc([N+](=O)[O-])ccc1Cl	2%	4%	-2%
OCC[C@@H]1C[C@H](O)[C@@H](O)[C@]2(OCc3ccc4ccccc4c32)O1	5%	5%	x
O=C(NCc1ccc2c(c1)OCO2)C1CCCN(S(=O)(=O)c2cccc3nonc23)C1 (centres undefined)	u	u	1%
O=C(COc1ccc(Br)cc1Cl)NC1CCCCC1	u	-12%	-1%
CN(C)C(=S)Nc1nc2ccccc2s1	2.6µM*	3.7µM*	2%
O=C(CSc1nc2ccc(Cl)cc2[nH]1)c1c[nH]c2ccccc12	u	u	0%
CC(=O)c1cnc2nc(SCc3ccccc3)nn2c1C	10%	5%	-5%
N/C(Cn1cncn1)=N\OC(=O)c1ccc(Cl)cc1	-5%	-4%	-8%
Cc1cccc(NC(=S)NNC(=O)c2cc3c(s2)CCC(C)C3)c1C (centres undefined)	-2%	-26%	-3%
CCOC(=O)c1ccc(Nc2nnc3nc(C)cc(C)n23)cc1	-7%	-9%	0%
CCC(CC)CN1CCC(CN2C(=S)NC[C@@H]2[C@@H](C)CC)CC1	-8%	11%	x
Cc1ccc(C)c(CS(=O)(=O)c2cn(CC(=O)N3CCC(C)CC3)c3ccccc23)c1	16µM*	u	6%
CCC(CC)C(=O)Nc1cccc(C(=O)Nc2ccc(S(=O)(=O)Nc3ccc(C)cc3)cc2)c1	u	21µM*	12%
O=C(O)c1ccccc1-c1nc2ccccc2c(=O)n1O	-7%	-1%	-8%
CCCN1Cc2cccc(C(=O)NCc3ccc4c(c3)OCO4)c2C1=O	-25%	-26%	3%
O=C(N/N=C/c1ccc(Br)o1)c1cc([N+](=O)[O-])cc([N+](=O)[O-])c1	u	u	-7%
Cc1ccccc1-c1ccc2c(c1)O[C@@H](CN(C)Cc1ccc(C(=O)O)cc1)[C@@H](C)CN([C@H](C)CO)S2(=O)=O	u	10%	x
C=CCNC(=O)/C(C#N)=C/c1ccc(SC)cc1	u	-6%	-3%
CCN(Cc1ccc2c(c1)OCCO2)C(=O)CN1C(=O)NC2(CCCCC2)C1=O	8%	-9%	-3%
Cc1ccccc1[C@H](NC1c2ccccc2C=Cc2ccccc21)P(=O)(c1ccccc1)c1ccccc1	u	u	x
CCCOc1ccc(N2C(=O)CC(SCC(N)C(=O)OCC)C2=O)cc1 (centres undefined)	-3%	-18%	-13%
Cc1nc(NCCO)c(C#N)c2c1COC(C)(C)C2	-7%	-12%	-4%
COc1ccc(CCC(=O)NNC(=O)c2cc(Cl)ccc2OC)cc1	-17%	10%	-3%
CCCCN1CNC(=S)N(CCc2ccc(OCC)c(OCC)c2)C1	u	u	3%
COCCNC(=O)CN1CCOc2ccccc21	1%	3%	0%
CCC(C(=O)NCc1ccc(C)cc1)c1ccccc1 (centres undefined)	-27%	-2%	-7%
COCCN(CCOC)C(=O)CN1C(=O)NC2(CCCc3sccc32)C1=O (centres undefined)	-4%	10%	2%
CSc1ccccc1C(=O)C1CCCN(S(=O)(=O)N(C)C)C1 (centres undefined)	u	-25%	4%
CCN(CC)C(=O)c1ccc(NS(=O)(=O)c2ccccc2)cc1	-10%	-8%	0%
Cc1cccc(OCC(=O)Nc2ccc(C(=O)Nc3ccccc3C(=O)O)cc2)c1C	-22%	-23%	u
CC[N+]1(C)CC2CCC(C)(C1)C2(C)C (centres undefined)	-24%	-10%	-13%
COc1ccc(C)cc1NC(=O)CSc1nnc(-c2cc(C)[nH]n2)n1N	12%	7%	-1%
O=P(Cc1ccccc1)(c1ccccc1)c1ccccc1	u	u	48%[activator]
CCSc1ccccc1C(=O)Nc1nc2ccccc2c(=O)[nH]1	21µM*	u	-13%
Cc1c(C(=O)N2CCC(C)CC2)c(S(=O)(=O)Nc2ccc(OC(F)(F)F)cc2)c(C)n1C	16µM*	u	1%
O=C(Nc1ccccc1)NC1CCN(CCCN2C(=O)c3ccccc3C2=O)CC1	2%	-10%	-5%
O=C(CSc1ccccc1)NCC(c1ccco1)N1CCCCC1 (centres undefined)	-18%	-16%	0%

Some of these compounds in order of formula weight, high to low.
SMILES	TDP1 cell noCPT	TDP1 cell CPT	GCN5L2 inh
CSc1ccccc1C(=O)C1CCCN(S(=O)(=O)N(C)C)C1 (centres undefined)	u	-25%	4%
CCSc1ccccc1C(=O)Nc1nc2ccccc2c(=O)[nH]1	21µM*	u	-13%
CCC(C(=O)NCc1ccc(C)cc1)c1ccccc1 (centres undefined)	-27%	-2%	-7%

Going on with the list:
SMILES	TDP1 cell noCPT	TDP1 cell CPT	GCN5L2 inh
CC(C)C(NC(=O)c1ccc(S(=O)(=O)N2CCOCC2)cc1)c1nc2ccccc2[nH]1 (centres undefined)	-2%	6%	-3%
CCCCN(CCCC)CCCNC(=O)C1CC(c2ccc(C(F)(F)F)cc2)=NO1 (centres undefined)	u	u	-3%
CCC(C)(C)NC(=O)C(OC(=O)c1ccco1)c1ccc(OC)cc1 (centres undefined)	6%	10%	u
CC(=O)c1ccc2c(c1)C1C=CCC1C(C(=O)O)N2 (centres undefined)	-16%	-6%	u
N#Cc1ccc(S(=O)(=O)N2CCCCC2c2cc(C(=O)NCc3cccnc3)no2)cc1 (centres undefined)	u	u	x
CCCNC(=O)c1ccccc1NC(=O)Cc1ccc(OC)c(S(=O)(=O)N2CCOCC2)c1	-27%	1%	-6%
N#CC1=C(N)Oc2cc(N)ccc2C1c1ccc(F)cc1 (centres undefined)	u	u	-4%
O=[N+]([O-])c1ccc(/C=N/Nc2nc(N3CCCCC3)nc(N3CCCCC3)n2)cc1	16µM*	u	3%
CN(Cc1ccccc1)C(=O)CN1CCN(S(=O)(=O)c2ccc(Cl)c(Cl)c2)CC1	18µM*	u	0%
CCOc1cccc(/C=N/NC(=S)NCCN2CCOCC2)c1O	2.9µM*	4.1µM*	-5%
CCOc1ccc(N2C(=O)/C(=C/c3ccccn3)SC2=S)cc1	-3%	2%	-2%
O=C(NCc1ccc(F)cc1)C1CCC(=O)N1C1CCCCC1 (centres undefined)	1%	-10%	-2%
Cc1cc(C)n(-c2ccc(NC(=O)C3CCN(Cc4ccccn4)CC3)cc2)n1	3%	-17%	-1%
CCC(C)C(NC(=O)c1ccc(Cl)cc1)C(=O)O (centres undefined)	-11%	-6%	-6%
CCn1cc(C(=O)OC(C)C(=O)Nc2c(C)n(C)n(-c3ccccc3)c2=O)c(=O)c2ccc(C)nc21 (centres undefined)	11%	-2%	-3%
COc1ccc(C)cc1S(=O)(=O)N1CCOCC1	u	u	3%
CCCCSC1(SCCCC)N=C(N)C2(C#N)C(c3ccccc3)NC(C)=CC12C#N (centres undefined)	u	-22%	-2%
Cc1ccc(S(=O)(=O)OCCC2=CC(=O)CCN2Cc2ccccc2)cc1	u	16µM*	-2%
O=C1CC(c2ccccc2)CC(O)=C1C=NCCN1CCNCC1 (centres undefined)	-5%	9%	-2%
CC1CCCC(C)N1C(=O)COc1ccc(C(=O)N/N=C/c2ccc(C(=O)O)cc2)cc1 (centres undefined)	3%	3%	-1%
Nc1c(C(=O)Nc2ccc(S(=O)(=O)N3CCCC3)cc2)sc2nc3cc4c(cc3cc12)CCC4	6.5µM*	6.5µM*	3%
COC(=O)c1cn(C(=O)c2cccs2)c2ccccc12	-5%	-21%	-12%
CC1(C)COC(c2coc3ccccc3c2=O)OC1	-7%	9%	0%
COc1ccc(C2CC(c3ccc(OC)cc3)n3nc(N)nc3N2)cc1 (centres undefined)	-9%	-1%	-10%
CNS(=O)(=O)c1ccc(NC(=O)C(CCSC)NC(N)=O)cc1 (centres undefined)	-12%	-14%	u
CC(CCc1ccccc1)NC(=O)COC(=O)C1=COCCO1 (centres undefined)	2%	5%	-5%
CCOc1ccc2c(c1)C(N(CCN1CCOCC1)C(=O)Nc1ccc(OC)cc1OC)CC(C)(C)O2 (centres undefined)	u	u	2%
NS(=O)(=O)c1cc(C(=O)OC2CCOC2=O)ccc1Cl (centres undefined)	20%	-10%	0%
Cn1c(CBr)c(C(=O)c2ccc([N+](=O)[O-])cc2)c(=O)n(C)c1=O	-26%	-19%	-3%
COC(=O)c1ccc(/C=C/c2ccc3cccc(OC(C)=O)c3n2)cc1	21µM*	18µM*	0%

3 successive compounds already listed, for reference:
SMILES	TDP1 cell noCPT	TDP1 cell CPT	GCN5L2 inh
NS(=O)(=O)c1cc(C(=O)OC2CCOC2=O)ccc1Cl (centres undefined)	20%	-10%	0%
Cn1c(CBr)c(C(=O)c2ccc([N+](=O)[O-])cc2)c(=O)n(C)c1=O	-26%	-19%	-3%
COC(=O)c1ccc(/C=C/c2ccc3cccc(OC(C)=O)c3n2)cc1	21µM*	18µM*	0%

Some of the entries so far, field by field:
CCOc1ccc2c(c1)C(N(CCN1CCOCC1)C(=O)Nc1ccc(OC)cc1OC)CC(C)(C)O2 (centres undefined)
- TDP1 cell noCPT: u
- TDP1 cell CPT: u
- GCN5L2 inh: 2%
NS(=O)(=O)c1cc(C(=O)OC2CCOC2=O)ccc1Cl (centres undefined)
- TDP1 cell noCPT: 20%
- TDP1 cell CPT: -10%
- GCN5L2 inh: 0%
Cn1c(CBr)c(C(=O)c2ccc([N+](=O)[O-])cc2)c(=O)n(C)c1=O
- TDP1 cell noCPT: -26%
- TDP1 cell CPT: -19%
- GCN5L2 inh: -3%
COC(=O)c1ccc(/C=C/c2ccc3cccc(OC(C)=O)c3n2)cc1
- TDP1 cell noCPT: 21µM*
- TDP1 cell CPT: 18µM*
- GCN5L2 inh: 0%

(continued)
SMILES	TDP1 cell noCPT	TDP1 cell CPT	GCN5L2 inh
CCOC(=O)Cc1c(Sc2ccccc2)c2ccccc2n1C	u	u	104%[activator]
Cc1noc(C)c1S(=O)(=O)N(C)C[C@H]1OCc2cnnn2CCCC(=O)N([C@H](C)CO)C[C@H]1C	1%	9%	x
CN(CC1COc2ccccc2O1)C(=S)Nc1ccccc1 (centres undefined)	-3%	5%	x
Cc1ccc(NC(=O)COn2nnc3ccc(S(=O)(=O)N(C)C)cc32)cc1F	u	u	0%
COc1cccc(-c2oc3c(c2-c2ccc(Br)nc2)C(O)CCC3)c1 (centres undefined)	-12%	u	x
CCCNC(=O)c1cc(C2CCCN(S(=O)(=O)c3cccc4cccnc34)C2)on1 (centres undefined)	u	16µM*	x
Nc1ccc(NC(=O)c2cc(Cl)ccc2O)c(Cl)c1	u	-28%	x
CC(Sc1ncnc2sc(-c3ccccc3)cc12)C(N)=O (centres undefined)	2%	33%[activator]	-23%
CC(=O)c1ccc(NC(=O)C2CCN(S(=O)(=O)c3cccs3)CC2)cc1	u	u	2%
CCOC(=O)c1c(C)nc2c(c1C)c(=O)oc1ccccc12	-3%	1%	-4%
O=C(Cn1nnc(-c2ccccc2)n1)OCc1csc(-c2ccccc2)n1	u	-2%	-4%
CN(C(=O)CN1C(=O)C2C3CC(C(Br)C3Br)C2C1=O)C1CCCCC1 (centres undefined)	-26%	5%	0%
CCN(CC(=O)Nc1cc(Cl)cc(Cl)c1)CC(=O)NC1CCS(=O)(=O)C1 (centres undefined)	u	-25%	-6%
Cc1cc(-c2ccccc2)n[nH]1	12%	21%	4%
N=C(N)c1ccc(Cl)cc1	-12%	20%	-8%
CCOc1ccc(CCN2C(=S)N([C@@H](CC(C)C)CN3CCC[C@@H]3CN3C(=S)NC[C@@H]3Cc3ccc(O)cc3)C[C@@H]2Cc2ccc(O)cc2)cc1	u	u	x
O=C1C2CCCCN2C(=O)N1CCCCN1CCN(c2cccc(Cl)c2)CC1 (centres undefined)	u	-26%	3%

A portion of the library, so the mix of outcomes need not match the whole.
